mIAP activ – mouse IAP activation. AID 2805. activation factor at 10 µM. muIAP, CDP-Star luminescence, 30 min; stronger effect = higher value; 1 = vehicle-only enzyme signal, 0 = enzyme-free wells. 330,000 compounds, 0.24% hits;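 active means activation factor of at least 2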; further: the source names both 10 and 20 µM as test concentration; values of inactives mirror those of a sister screen read the other way
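System: Mouse IAP enzyme | Also added: CDP-Star substrate | Dosing: Compounds dispensed in DMSO | Schedule: 30 min enzyme-substrate-compound incubation at room temperature | Technique: Chemiluminescence readout | Control set: DMSO-only wells and no-enzyme negative control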
tim10-1 inh – inhibits growth of tim10-1 mutant yeast; S. cerevisiae tim10-1 ts strain growth, BacTiter-Glo, 24 h; inhibition, % at 20 µM; 330,000 compounds, 2.2% hits; AID 463190;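 active means inhibition of at least 40%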;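 further: mutant grown at 25 °C; 0% = DMSO wells with yeast and 100% = wells holding no yeast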
NLRP3 yeast inh – blocks the NALP3 inflammasome reconstituted in yeast | Yeast reconstituted NLRP3/ASC/caspase-1, beta-gal luminescence, 24 h | inhibition, % at 10 µM | 330,000 compounds, 0.39% hits;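 active means inhibition of 50% or more; inactive means inhibition below 50%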;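 further: plate controls were induced DMSO wells for no effect and uninduced yeast grown without galactose for full effect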
TIM10 inh – TIM10 yeast growth inhibition; AID 463195; S. cerevisiae TIM10 strain growth, BacTiter-Glo luminescence, 24 h; inhibition, % at 10 µM; 330,000 compounds, 1.4% hits;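 active means inhibition of 40% or more at the single tested concentration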;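 further: wild-type TIM10 isogenic control strain grown at permissive 25 °C; 0% = DMSO yeast wells and 100% = minimal medium wells without yeast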
hIAP block – human IAP inhibition | purified IAP, CDP-Star luminescence, 30 min | 330,000 compounds, 0.12% hits | AID 2544 | inhibition, % at 10 µM;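 active means inhibition reaching a set limit with compound at 10 µM in the primary screen, cut at about 35% in these data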;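 further: plate controls were DMSO wells with enzyme for no effect and no-enzyme buffer wells for full effect; values of inactives mirror those of a sister screen read the other way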
Target sequence (P09923 whole entry, looked up): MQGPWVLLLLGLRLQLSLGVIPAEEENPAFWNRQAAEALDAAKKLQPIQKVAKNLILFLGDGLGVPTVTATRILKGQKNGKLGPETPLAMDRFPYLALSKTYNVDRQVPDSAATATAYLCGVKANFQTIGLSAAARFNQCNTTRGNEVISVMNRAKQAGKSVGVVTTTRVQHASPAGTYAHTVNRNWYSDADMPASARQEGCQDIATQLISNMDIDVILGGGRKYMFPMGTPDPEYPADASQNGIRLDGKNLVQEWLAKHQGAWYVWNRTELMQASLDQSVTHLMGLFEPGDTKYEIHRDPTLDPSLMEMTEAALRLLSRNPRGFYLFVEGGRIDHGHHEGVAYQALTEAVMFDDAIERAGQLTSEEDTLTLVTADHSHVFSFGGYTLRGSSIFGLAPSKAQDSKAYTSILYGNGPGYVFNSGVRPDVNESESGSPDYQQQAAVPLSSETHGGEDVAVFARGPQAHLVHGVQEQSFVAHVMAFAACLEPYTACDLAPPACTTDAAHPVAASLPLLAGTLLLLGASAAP
Apaf-1 inh – blocks human Apaf-1 apoptosome activity; AID 489030; O14727; 330,000 compounds, 0.71% hits; inhibition, % at 20 µM; reconstituted apoptosome caspase-3 activity, DEVD-Rh110 fluorescence; active means inhibition of at least 40% at 20 µM;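 further: plate controls were DMSO wells for no effect and DEVD-CHO caspase inhibitor wells for full effect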
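Material: cell-free apoptosome with Apaf-1, procaspase-3 and caspase-9; Buffer or medium: Hepes pH 7.5 with detergent and BSA; Reagent: cytochrome c trigger plus (Z-DEVD)2-Rh110 caspase-3 substrate; Times: compound with Apaf-1, dATP, procaspase-3 30 min, then 50 min reaction, room temperature; Technique: Rh110 fluorescence intensity.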
mIAP inh – blocks mouse intestinal alkaline phosphatase. AID 2806. inhibition, % at 10 µM. 330,000 compounds, 0.2% hits. purified mouse IAP, CDP-Star luminescence, 30 min;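 active means inhibition of at least 40% at 10 µM in the primary screen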;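 further: plate controls were DMSO with enzyme for no effect and no enzyme wells for full effect; values of inactives mirror those of a sister screen read the other way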
hIAP activ – human IAP activation; P09923; purified human IAP, CDP-Star luminescence, 30 min; stronger effect = higher value; 1 = vehicle-only enzyme, 0 = enzyme-free background; activation factor at 10 µM; 330,000 compounds, 0.16% hits; AID 2524;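 active means activation factor of the enzyme at least 2-fold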; further: the source names both 10 and 20 µM as test concentration; values of inactives mirror those of a sister screen read the other way
ATG4B inhibitor – ATG4B (human) cysteine protease inhibition; Q9Y4P1; ATG4B cleavage of LC3-PLA2, NBD-HPC fluorescence, 1 h; inhibition, % at 8.33 µM; 340,000 compounds, 0.51% hits; AID 504462; in the data active means inhibition above about 40%
Target sequence (Q9Y4P1 whole entry, looked up): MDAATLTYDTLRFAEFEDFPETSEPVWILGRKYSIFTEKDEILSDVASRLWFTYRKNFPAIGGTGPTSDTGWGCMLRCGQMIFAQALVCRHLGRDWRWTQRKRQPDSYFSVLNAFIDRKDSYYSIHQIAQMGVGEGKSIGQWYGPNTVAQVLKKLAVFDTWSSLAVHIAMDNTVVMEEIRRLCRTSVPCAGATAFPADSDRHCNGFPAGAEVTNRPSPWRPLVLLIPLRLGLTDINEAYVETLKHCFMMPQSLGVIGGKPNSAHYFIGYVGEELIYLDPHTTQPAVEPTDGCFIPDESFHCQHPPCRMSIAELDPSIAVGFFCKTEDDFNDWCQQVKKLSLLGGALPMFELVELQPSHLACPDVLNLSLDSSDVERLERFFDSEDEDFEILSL
Starred values were filed as active, the others as inactive; . = no result given.

Below each compound: mIAP activ | tim10-1 inh | NLRP3 yeast inh | TIM10 inh | hIAP block | Apaf-1 inh | mIAP inh | hIAP activ | ATG4B inhibitor
COc1ccc(C2SCC(=O)N2c2ccccc2)cc1 (stereo not given)
→ 1 | 11 | 16 | 9 | 6 | 4 | 0 | 0.94 | -3
CCOc1ccccc1N(CC(=O)NCCOC)C(=O)CCC(=O)Nc1ccccn1
→ 0.94 | -5 | 13 | -2 | -19 | -2 | 6 | 1.2 | -8
Cc1ccc(-c2noc(CN(C(=O)c3cccc(Br)c3)C(C)C)n2)cc1
→ 0.96 | 26 | 24 | 6 | 6 | 23 | 4 | 0.94 | 3
N#CCc1ccc(OC(=O)c2ccncc2)cc1
→ 0.98 | -8 | 11 | 3 | -29 | -3 | 2 | 1.3 | -3
COc1ccccc1Nc1nc(N)nc(CN2CCOCC2)n1
→ 1 | -19 | 2 | 2 | 12 | 1 | -4 | 0.88 | -11
COc1cc(CCN2C(=O)N[C@@H](c3cccc(C(F)(F)F)c3)C(C(C)=O)=C2C)cc(OC)c1OC
→ 0.97 | -11 | 19 | -3 | 0 | -10 | 3 | 0.99 | .
O=C(C[n+]1cccc(C(=O)N/N=C/c2ccc(Br)cc2)c1)c1ccccc1
→ 1.1 | 20 | 30 | 8 | -31 | 50* | -10 | 1.3 | -3
Cc1ccccc1C(=O)Oc1cc(N)n(S(=O)(=O)c2ccccc2)n1
→ 1 | 48* | 0 | 31 | -13 | 1 | -2 | 1.1 | -7
CC(C(=O)Nc1ccc2c(c1)OCCO2)N(C)Cc1c(F)cccc1Cl (stereo not given)
→ 1.1 | 11 | 18 | 18 | 3 | 12 | -12 | 0.97 | 3
O=C(N/N=C/c1ccc2c(c1)OCO2)/C(=C/c1ccc2c(c1)OCO2)NC(=O)c1ccccc1
→ 0.94 | -1 | 0 | -2 | 17 | 2 | 6 | 0.83 | -4

Reprinted at random: 3 compounds from above
Below each compound: mIAP activ | tim10-1 inh | NLRP3 yeast inh | TIM10 inh | hIAP block | Apaf-1 inh | mIAP inh | hIAP activ | ATG4B inhibitor
O=C(C[n+]1cccc(C(=O)N/N=C/c2ccc(Br)cc2)c1)c1ccccc1
→ 1.1 | 20 | 30 | 8 | -31 | 50* | -10 | 1.3 | -3
O=C(N/N=C/c1ccc2c(c1)OCO2)/C(=C/c1ccc2c(c1)OCO2)NC(=O)c1ccccc1
→ 0.94 | -1 | 0 | -2 | 17 | 2 | 6 | 0.83 | -4
COc1ccccc1Nc1nc(N)nc(CN2CCOCC2)n1
→ 1 | -19 | 2 | 2 | 12 | 1 | -4 | 0.88 | -11

In a second layout: two of the compounds above.
Molecule: Cc1ccc(-c2noc(CN(C(=O)c3cccc(Br)c3)C(C)C)n2)cc1
  mIAP activ: 0.96
  tim10-1 inh: 26
  NLRP3 yeast inh: 24
  TIM10 inh: 6
  hIAP block: 6
  Apaf-1 inh: 23
  mIAP inh: 4
  hIAP activ: 0.94
  ATG4B inhibitor: 3

Molecule: N#CCc1ccc(OC(=O)c2ccncc2)cc1
  mIAP activ: 0.98
  tim10-1 inh: -8
  NLRP3 yeast inh: 11
  TIM10 inh: 3
  hIAP block: -29
  Apaf-1 inh: -3
  mIAP inh: 2
  hIAP activ: 1.3
  ATG4B inhibitor: -3

(cont.)
Below each compound: mIAP activ | tim10-1 inh | NLRP3 yeast inh | TIM10 inh | hIAP block | Apaf-1 inh | mIAP inh | hIAP activ | ATG4B inhibitor
CSc1ccccc1NC(=O)CN(C)C(=O)CCc1c[nH]c2ccccc12
→ 1 | 17 | 3 | 0 | 1 | 4 | -2 | 0.99 | 3
O=S(=O)(NCCCc1ccccc1)c1ccccc1
→ 1.1 | 12 | 23 | -4 | -16 | -6 | -12 | 1.2 | 8
COc1cccc(C2c3[nH]c4ccccc4c3CCN2Cc2cccn2-c2ncccn2)c1 (stereo not given)
→ 0.87 | 26 | 16 | 22 | -3 | 9 | 13 | 1 | 7
CNC(=O)COC(=O)/C=C/c1c(C)nn(-c2ccccc2)c1C
→ 0.93 | -10 | 6 | 0 | -3 | -3 | 7 | 1 | 0
O=C(CN1C(=O)NC2(CCCCCC2)C1=O)NCc1ccc(F)cc1
→ 0.94 | -9 | 16 | -15 | -2 | -7 | 6 | 1 | -4
CCN(CC)C(=O)[C@H]1CC(CC(=O)NC(C)(C)C)C(=O)N2CCc3c([nH]c4ccc(OC)cc34)[C@]12C (stereo not given in full)
→ 1.1 | 18 | . | -9 | . | 9 | -6 | . | 1
CC1(C)CC(=O)C(C=Nc2ccccc2C(=O)O)=C(O)C1
→ 1 | 14 | 6 | 13 | 7 | -7 | -4 | 0.93 | -5
Cc1ccc(-c2cc(C(=O)N3CC(C)CC(C)C3)c3ccccc3n2)o1 (stereo not given)
→ 0.94 | 26 | 3 | 25 | 7 | 17 | 6 | 0.93 | 32
O=C(Nc1ccccc1Br)C1CC(=O)N(c2ccc3c4c(cccc24)CC3)C1 (stereo not given)
→ 1 | 41* | 15 | 32 | -3 | 1 | -1 | 1 | 5
O=C(Cc1ccccc1F)Nc1ccccc1-c1ccccc1
→ 1.1 | 26 | -1 | -6 | -8 | 3 | -7 | 1.1 | -4
CC1(C)C[C@@H]1C(=O)N/C(=C\CCCCSC[C@H](N)C(=O)O)C(=O)O
→ 1.1 | -32 | 8 | 10 | 10 | -1 | -15 | 0.9 | 0
CCOC(=O)C1CCCN(Cc2ccc(OCc3ccccc3)c(OC)c2)C1 (stereo not given)
→ 1.1 | 8 | 28 | -15 | -20 | 5 | -6 | 1.2 | -1
COc1ccc(/C=C/C(=O)OCC(=O)NC2CCCC2)cc1OC
→ 1.1 | 1 | 8 | -5 | -30 | -4 | -5 | 1.3 | -3
O=C(c1ccc2c(c1)OCCCO2)N1CCCCC1
→ 1 | 7 | 16 | -4 | -33 | -4 | -4 | 1.3 | -7
Cc1nnc2ccc(-c3cccc(NC(=O)c4ccc(Br)o4)c3)nn12
→ 0.87 | 13 | 7 | 5 | 1 | 2 | 13 | 0.99 | 25
O=C(CN1C(=O)CSc2ccc(S(=O)(=O)N3CCCCC3)cc21)NCc1cccnc1
→ 0.99 | 5 | 10 | -6 | 2 | 0 | 1 | 0.98 | 0
Cc1cc(=O)oc(C)c1C(=O)NNC(=O)C1(C)CC1Br (stereo not given)
→ 1.1 | -27 | -2 | -11 | -8 | 2 | -8 | 1.1 | 3
COc1ccc2c(c1)C(=O)N(c1ccccc1)C(=O)C2
→ 1 | 15 | 28 | 2 | -24 | 3 | 0 | 1.2 | 2
Cc1cccc(CN2C(=O)N/C(=C/c3cc(C)n(-c4cc(C)ccn4)c3C)C2=O)c1
→ 0.96 | 18 | 5 | 4 | -9 | 13 | 4 | 1.1 | -4
COc1ccc(/C=N/NC(=O)c2cccc([N+](=O)[O-])c2)cc1OC(=O)c1ccccc1
→ 0.97 | 24 | 1 | 12 | -1 | 13 | 3 | 1 | -20

Carrying on.
compound	mIAP activ	tim10-1 inh	NLRP3 yeast inh	TIM10 inh	hIAP block	Apaf-1 inh	mIAP inh	hIAP activ	ATG4B inhibitor
c1ccc(-c2nnnc3ccccc23)cc1	1.1	18	9	2	-11	-13	-5	1.1	-2
Cc1ccc(C)c(NC(=O)/C(C#N)=C/c2cn(CC(=O)NCc3ccco3)c3ccccc23)c1	1.1	1	11	-12	-7	3	-13	1.1	-6
Cn1c(=O)c(-c2cc(Br)ccc2N)nc2ccccc21	0.99	0	30	-8	6	9	1	0.94	3
CC(C)Cn1ccc(=O)n(CC(C)C)c1=O	1	2	22	1	-3	-4	0	1	5
COc1ccc(CC2SC(=Nc3ccc(F)cc3)NC2=O)cc1 (stereo not given)	0.99	13	-2	15	-12	1	1	1.1	-6
COc1ccccc1OC(=O)CCN1c2ccccc2Sc2ccccc21	1	17	10	10	25	11	-3	0.75	3
CC[C@@]1(C(=O)OC)N[C@H](CN(C)C(=O)c2ccc(F)cc2)[C@@H]2C(=O)N(Cc3ccccc3)C(=O)[C@@H]21	0.91	-5	4	7	-7	-3	9	1.1	.
O=C(COc1ccccc1)NCC(=O)Nc1cccc2ccccc12	1.3	16	2	5	-7	-6	-29	1.1	4
C=CCn1cc(/C=N/Nc2nc3ccccc3[nH]2)c2ccccc21	0.96	-26	16	6	7	16	4	0.93	-16
Cn1c(SCC(=O)NCC2CCCO2)nnc1-c1ccc(S(=O)(=O)N2CCCC2)cc1 (stereo not given)	0.96	-14	14	-22	-3	5	4	1	-10
C=CCN(CC(=O)c1sc(C(=O)OCC)nc1C)c1cccc(Br)c1	1.1	8	8	2	14	4	-5	0.85	-12
CCc1cccc(NC(=O)CCc2c(C)nn(-c3ccc(N4CCOCC4)nn3)c2C)c1	1	13	2	-5	-40	2	0	1.4	-6
CCOc1ccc(NC(=O)COc2ccc(C(=O)N3CCC(C(N)=O)CC3)cc2OC)cc1	1	3	-3	-1	0	-2	-3	0.99	-8
O=C(c1ccccc1)N1CCCC(c2nc3c(nnn3Cc3ccccc3)c(=O)[nH]2)C1 (stereo not given)	0.94	14	8	-4	11	-4	6	0.89	7
c1cnc2ccc(-c3ccc4ncccc4c3)cc2c1	1	-5	49	-15	14	6	-2	0.85	-11
COc1cccc(CN2CCNC(=O)C2CC(=O)NCc2cn3ccc(C)cc3n2)c1OC (stereo not given)	1	9	-11	-10	3	-22	-1	0.97	-6
CCOc1ccc(NC(=O)c2ccc(F)cc2F)cc1	1.1	-11	38	-5	-10	-5	-5	1.1	-18
O=C(Nc1nnc(Cc2ccccc2)s1)Nc1ccccc1F	1	-1	7	8	-10	9	-1	1.1	-9
O=S(=O)(NCc1ccc(Cl)cc1)c1ccc(Cl)nc1	0.95	10	5	-16	-5	-1	5	1.1	-14
COc1ccccc1NC(=O)CSc1nn2c(=O)c(C)nnc2s1	0.86	4	6	7	5	-1	14	0.95	-2
CCOCCCn1c(SCC(=O)Nc2ccc(OC)cc2)nc2ccccc2c1=O	0.85	-3	5	-2	4	0	15	0.96	-4
CC(=O)N1CCc2ccccc2C1CC(=O)O (stereo not given)	1.1	5	26	13	-1	2	-14	1	4

Source: PubChem BioAssay (Sanford-Burnham Center for Chemical Genomics)

Rows were taken by chance. About 4.5% of those tested had a hit in this group.
